FBW7 act: human FBW7 E3 ligase activation, primary screen. Q969H0. AlphaScreen FBW7–phospho-cyclin E peptide binding, activator screen. actives 0.13% (n = 650,000). normalized activity (activation), % at 26.1 µM; in the data active = normalized activity above about 1.9%;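 also: purified mutant Fbw7 with reduced substrate affinity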
TEAD-YAP inh: TEAD-YAP interaction inhibition. HEK-TIYL cells, TEAD-Gal4/YAP UAS-luciferase luminescence. inhibition, % at 9.12 µM. actives 1.4% (n = 640,000); in the data active = inhibition above about 32%;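 also: 0% = median of test compound wells and 100% = reference inhibitor wells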
MITF inh: inhibitors of human MITF | AlphaScreen MITF homodimerization, bead proximity signal | inhibition, % at 2.6 µM | actives 0.91% (n = 650,000); in the data active = inhibition above about 50%;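 also: 0% = vehicle wells with protein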
Target sequence (O75030 whole entry, looked up): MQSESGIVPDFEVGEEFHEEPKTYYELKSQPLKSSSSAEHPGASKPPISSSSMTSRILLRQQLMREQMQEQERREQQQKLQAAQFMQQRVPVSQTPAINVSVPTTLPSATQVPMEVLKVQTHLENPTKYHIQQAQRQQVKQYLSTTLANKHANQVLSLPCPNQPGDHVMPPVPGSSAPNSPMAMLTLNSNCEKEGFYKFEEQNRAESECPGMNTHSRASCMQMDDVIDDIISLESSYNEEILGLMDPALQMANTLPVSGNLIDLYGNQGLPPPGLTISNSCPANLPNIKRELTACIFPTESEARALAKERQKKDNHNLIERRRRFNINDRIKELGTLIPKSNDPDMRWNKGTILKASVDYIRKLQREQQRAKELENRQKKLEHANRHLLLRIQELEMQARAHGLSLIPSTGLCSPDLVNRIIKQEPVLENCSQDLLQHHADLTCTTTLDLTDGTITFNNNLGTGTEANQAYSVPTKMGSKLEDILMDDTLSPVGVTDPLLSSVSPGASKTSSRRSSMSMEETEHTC
GPR151 activ: activates the human receptor GPR151; Q8TDV0; PathHunter beta-arrestin GPR151 cells, luminescence; activation, % at 11.2 µM; actives 1% (n = 650,000); in the data active = activation above about 4.9%;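 also: 0% = median of compound wells and 100% = cells with positive control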
Target sequence (Q8TDV0 whole entry, looked up): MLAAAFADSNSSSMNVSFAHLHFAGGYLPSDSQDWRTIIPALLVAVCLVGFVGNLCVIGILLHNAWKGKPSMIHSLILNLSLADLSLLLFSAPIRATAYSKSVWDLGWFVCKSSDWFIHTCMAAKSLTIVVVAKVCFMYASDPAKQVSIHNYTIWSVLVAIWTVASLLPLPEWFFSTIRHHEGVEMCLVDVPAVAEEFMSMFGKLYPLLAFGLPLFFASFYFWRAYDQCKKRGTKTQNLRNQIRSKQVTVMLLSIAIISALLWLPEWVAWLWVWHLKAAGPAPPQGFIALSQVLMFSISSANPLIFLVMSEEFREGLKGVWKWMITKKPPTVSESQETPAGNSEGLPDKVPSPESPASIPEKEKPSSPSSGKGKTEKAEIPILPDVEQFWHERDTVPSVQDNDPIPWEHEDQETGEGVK
Starred values were filed as active, the others as inactive; & = joins results of further samples.

smiles,FBW7 act,TEAD-YAP inh,MITF inh,GPR151 activ
O=C(CCCC(=O)c1ccccc1)NCc1cccnc1,0.1,9,-1,0.1
Cc1ccc2nc(-c3ccc(NC(=O)c4ccco4)cc3)sc2c1,0.0,-28,7,-1.0
CC1CC(C)CN(S(=O)(=O)c2ccc(F)c(C(=O)Nc3cc(Cl)cc(Cl)c3)c2)C1 (centres undefined),0.1,2,25,-0.2
CCOC(=O)C1=C(O)/C(=C/c2cc(C)n(-c3cccc(Cl)c3)c2C)N=C1C,0.0,8,9,0.3
COc1c(C)cc(S(=O)(=O)N2CCC(C(N)=O)CC2)c(C)c1C,0.3,3,22,-0.5
O=C1CCC(C(=O)N(c2ccccc2)C2(C(=O)NC3CCCCC3)CCCCC2)N1 (centres undefined),0.2,7,-4,0.6
C=CCn1c(COc2ccccc2)nnc1SCC(=O)Nc1cccc(C(C)=O)c1,-0.1,10,0,0.1
Cc1ccc(OCCN2C(=O)c3ccccc3C2=O)c(I)c1,0.1,-15,-8,0.6
O=C1c2cccc3cccc(c23)C(=O)N1CCCN1CCN(c2ccccc2)CC1,-0.3,-1,7,0.9
CCn1c(-c2nonc2NC(=O)Cn2nnc(-c3ccccc3)n2)nc2ccccc21,-0.1,6,7,0.3
O=C(COC(=O)/C=C/c1ccco1)COC(=O)/C=C/c1ccco1,-0.4,6,78*,-0.7
COc1ccc(NC(=O)N(Cc2nnc3n2CCCCC3)c2cccc(C)c2)cc1,0.3,-8,-3,1.2
COc1ccccc1Nc1nc(NC2CCCCC2)nc(C)c1[N+](=O)[O-],-0.1,13,12,-0.2
COc1ccccc1-c1cnc2c(Nc3cccc(C(F)(F)F)c3)nccn12,0.1,6,8,-0.5
O=C(NCCNC1CCCCCCC1)c1ccccc1F,-0.5,-8,17,0.4
C/C(=N\Nc1cc(N2CCOCC2)ncn1)c1ccc(O)c(C)c1,-0.6,-16,1,-1.2
C/C=C/c1ccc(OCC(O)CNC2CCCCC2)c(OC)c1 (centres undefined),0.0,9,-2,-0.9
O=C(OCc1ccc([N+](=O)[O-])cc1)c1cccc([N+](=O)[O-])c1C(=O)O,0.1,-6,-4,1.7
CC(C)COC(=O)c1ccc2c(c1O)C(=O)c1ccccc1C2=O,-0.8,11,11,-0.1
COc1ccc(-n2cnc3cc(C(=O)NCc4ccccn4)ccc32)cc1,0.0,-11,12,-0.4
CCOC(=O)C1C(=O)C=C(c2ccc(OC)c(OC)c2)CC1c1cccc(OC)c1OC (centres undefined),1.0,14,16,-1.2
COc1ccc(/C=N/NC(=O)c2ccc(C)cc2)c(C(=O)O)c1OC,0.0,-28,-1,0.6
CC1CCCC(NC(=O)CCNC(=O)Cn2ccc3ccccc3c2=O)C1C (centres undefined),0.1,5,3,0.1
Cc1nc(NC(=O)COC(=O)c2cc[n+]([O-])cc2)c(Cl)cc1Cl,0.1,2,0,-1.0
CCOc1cc(C2NC(=S)NC(C)=C2C(=O)OC)cc(Br)c1OCC (centres undefined),-0.2,-16,1,-0.3
C=CCn1c(SCC(=O)N2CCCC2)nc2scc(-c3cccs3)c2c1=O,0.2,2,4,-1.1
CCOc1ccccc1NC(=O)COc1cccc(Cl)c1,-0.1,-7,3,-0.6
NC(=O)CCN(CCC(N)=O)S(=O)(=O)c1ccc(Br)cc1,-0.1,2,-2,1.1
Clc1ccc(CNc2cc(-c3cccnc3)nc(-c3ccncc3)n2)cc1,0.0,4,-9,0.3
Cc1nc(=O)c(-c2ccccc2)c(C)n1Cc1ccccc1,0.1,-1,-25,-0.4

Gathered by group: the entries above with bromine
smiles,FBW7 act,TEAD-YAP inh,MITF inh,GPR151 activ
CCOc1cc(C2NC(=S)NC(C)=C2C(=O)OC)cc(Br)c1OCC (centres undefined),-0.2,-16,1,-0.3
NC(=O)CCN(CCC(N)=O)S(=O)(=O)c1ccc(Br)cc1,-0.1,2,-2,1.1

Remaining list, next part
smiles,FBW7 act,TEAD-YAP inh,MITF inh,GPR151 activ
CCN(CC)C(=O)/C(C#N)=C\c1ccc2c(c1)OCO2,0.3,5,23,1.7
O=C(NC1CCCC1)C(c1ccco1)N(C(=O)c1csnn1)C1CC1 (centres undefined),0.1,12,21,0.8
O=C(NCCCN1CCCC1=O)c1ccc(-c2ccccc2)cc1,-0.1,-12,-2,-0.9
Cc1c(C(=O)OCC(=O)Nc2ccc3[nH]c(=O)[nH]c3c2)oc2ccc(Br)cc12,0.0,-5,0,2.0
C=CCNc1nc(Nc2ccc(OC)cc2OC)nc(OCC)n1,-0.2,2,2,-0.5
Cc1ccc(-n2cc(-c3ccccc3)c3c(N4CCCC(C)C4)ncnc32)cc1 (centres undefined),-0.2,-8,7,0.5
O=C(Nc1cc(F)cc(F)c1)c1ccc(NCCCN2CCN(c3cccc(Cl)c3)CC2)c([N+](=O)[O-])c1,-0.5,1,5,-0.3
CC(C)N(CCNc1ncnc2c1nc(-c1ccc(N3CCN(C)CC3)cc1)n2C(C)C)C(C)C,-0.1,-7,10,0.7
C/C(CC(=O)NC12CC3CC(CC(C3)C1)C2)=N\NC(=O)c1cccnc1,-0.1,-5,13,0.1
O=C(CCCCn1c(=O)[nH]c2ccsc2c1=O)N1CCCCC1,0.0,-12,6,0.6
CSc1ccc(-c2ncnn2-c2ccccc2Cl)cc1,0.2,-9,0,-0.9
O=S(=O)(/C=C/c1ccccc1)N1CCN(Cc2ccccc2)CC1,-0.1,-12,-18,3.0
CC(=O)N1CCc2c(sc(NC(=O)CS(=O)(=O)c3ccc(F)cc3)c2C#N)C1,-0.3,4,0,1.9
N/C(=N\OC(=O)c1cccc2ccccc12)c1ccccc1,0.8,10,-4,-0.9
Cn1cc(C(=O)N2CCn3c2nc2ccccc23)nn1,-0.1,-13,-2,-0.4
COc1ccc(C2Oc3ccc(Cl)cc3C3CC(c4ccccc4)=NN32)cc1OC (centres undefined),-0.1,-44,1,-1.3
COc1ccc(NC(=O)CSc2nc3cc4c(cc3c(=O)n2CCCCCC(=O)NCc2ccc3c(c2)OCO3)OCO4)c(OC)c1,-0.1,4,4,-1.3
O=C(NCc1ccccc1)C(c1cccs1)N(C(=O)c1ccccn1)c1cccnc1 (centres undefined),0.5,1,10,-0.1
CCCOc1ccc(N=c2ssc3c2-c2cc(C)cc(C)c2NC3(C)C)cc1,-0.1,6,-5,0.8
CCOc1ccc(CC(=O)NCc2nc(-c3ccncc3)n[nH]2)cc1,0.1,1,17,-0.6
CC(=O)c1cc2c(cc1N1C(=O)c3c(Cl)c(Cl)c(Cl)c(Cl)c3C1=O)OCO2,-0.1,-5,2,-0.5
CCOc1ccc(-n2nc3ccc(NC(=S)NC(=O)c4cc5ccccc5o4)cc3n2)cc1,-0.1,3,-7,0.6
Cn1c(=NC(=O)c2ccc(S(=O)(=O)N3CCOCC3)cc2)sc2ccccc21,0.0,-8,9,-1.7
CCCCN(CC)C(=O)CSc1nc2c(sc(=S)n2-c2ccc(OCC)cc2)c(=O)[nH]1,0.3,3,20,-0.4
COCCN1CCCc2ccc(NC(=O)c3cccc(Br)c3)cc21,0.1,-58,7,0.8
CNC(=O)c1ccc(/C=C2/Oc3ccccc3N(Cc3cccc(C)c3)C2=O)cc1,0.3,-8,-22,-0.2
O=C(NCc1ccccn1)c1ccc(CNc2nc(=S)[nH]c3ccccc23)cc1,-0.5,3,18,0.8
O=C(Cn1ccc2ccccc2c1=O)NCCC(=O)N1CCN(c2ccc(F)cc2)CC1,0.1,12,-2,0.0
Cc1ccc(-c2cc(C(=O)N3CCN(Cc4ccco4)C[C@@H]3C(C)C)n[nH]2)o1,0.0,7,-2,1.1
COc1ccc(Br)cc1CN1CCN(C(=O)c2ccc(F)cc2)CC1,-0.2,-1,15,2.9
CCC(=O)Nc1ccc2nc(C3CC3)n(Cc3ccc(Cl)cc3)c(=O)c2c1,-0.1,-40,-2,-0.1
COc1ccc(N(CC(=O)Nc2c(C)cccc2C(C)C)S(C)(=O)=O)cc1OC,-0.1,-19,8,4.8
CC1(C)CC(NS(C)(=O)=O)CC(C)(C)N1OC(=O)c1ccco1,0.1,-15,-7,-1.8
Cc1ccccc1OCCNc1cc(Cl)ccc1[N+](=O)[O-],-0.1,-1,6,1.1
COCCNCCC1CCC(=O)N1Cc1ccc(C)cc1 (centres undefined),0.3,13,-2,-1.0
COc1cc(Nc2nc(Cl)nc3c2ncn3Cc2ccc(C(F)(F)F)cc2)cc(OC)c1OC,0.0,10,14,-0.6
Cc1nc2ccccn2c1-c1csc(Nc2ccc(Br)cc2Br)n1,0.4,55*,2,-0.3
CCOC(=O)N1CCC(NC(=O)c2cc(C(=O)NCC(OC)OC)ccc2CO)CC1,0.0,-3,5,-0.1
COc1ccc2oc(=Nc3cccc(C#N)c3)c(C(N)=O)cc2c1,0.0,4,-5,0.1
Cc1ccccc1C(=O)N1CCc2c([nH]c3ccccc23)C1,-0.3,0,-1,-0.2
COC(=O)CSc1nc(-c2ccccc2)cc(-c2ccc(OC)cc2)c1C#N,0.7,-2,20,-0.1
CCN1C(=O)/C(=C/c2nc3ccccc3c(=O)n2-c2ccccc2[N+](=O)[O-])c2ccccc21,0.1,5,15,-1.2
COc1ccc(-c2nc(=S)c3c(n2CCCO)CCCC3)cc1,-0.1,-1,-8,4.0
Cc1ccsc1C1C(C#N)=C(N)Oc2n[nH]c(C)c21 (centres undefined),-0.3,-8,-3,1.3
CCC(=O)Nc1nnc(C2CCCCC2)s1,0.0,-1,5,1.2
CC1CCN(C(=O)COC(=O)c2ccc(Cl)cc2N)CC1,0.8,-36,26,-0.9
Cn1c(C(C#N)S(=O)(=O)c2ccc(Br)s2)nc2ccccc21 (centres undefined),-0.1,2,2,-2.4
O=C(c1cc(S(=O)(=O)N2CCOCC2)ccc1F)N1CCN(Cc2ccccc2)CC1,0.1,3,8,1.9
Cc1ccc(NC(=O)c2ccc(OC(=O)c3ccco3)cc2)cc1,0.0,-17,6,-0.4
CCC(C(=O)Nc1nn2c(-c3ccco3)nnc2s1)c1ccccc1 (centres undefined),0.2,4,-22,1.7

7 compounds from above with just MITF inh, TEAD-YAP inh and FBW7 act:
SMILES	MITF inh	TEAD-YAP inh	FBW7 act
COC(=O)CSc1nc(-c2ccccc2)cc(-c2ccc(OC)cc2)c1C#N	20	-2	0.7
CCN1C(=O)/C(=C/c2nc3ccccc3c(=O)n2-c2ccccc2[N+](=O)[O-])c2ccccc21	15	5	0.1
COc1ccc(-c2nc(=S)c3c(n2CCCO)CCCC3)cc1	-8	-1	-0.1
Cc1ccsc1C1C(C#N)=C(N)Oc2n[nH]c(C)c21 (centres undefined)	-3	-8	-0.3
CCC(=O)Nc1nnc(C2CCCCC2)s1	5	-1	0.0
CC1CCN(C(=O)COC(=O)c2ccc(Cl)cc2N)CC1	26	-36	0.8
Cn1c(C(C#N)S(=O)(=O)c2ccc(Br)s2)nc2ccccc21 (centres undefined)	2	2	-0.1

New compounds follow
smiles,FBW7 act,TEAD-YAP inh,MITF inh,GPR151 activ
Cn1c2ccc(Br)cc2c2nnc(SCC(N)=O)nc21,-0.1,5,5,1.0
Cc1[nH]c(=O)[nH]c(=O)c1S(=O)(=O)N1CCN(C(c2ccccc2)c2ccccc2)CC1,0.0,6,4,1.3
COc1ccc([N+](=O)[O-])cc1NC(=O)c1cc2c(s1)-c1ccccc1OC2,0.2,3,22,2.8
O=C(Cc1ccccc1)NCc1n[nH]c(=S)n1-c1ccc(Br)cc1,0.6,2,10,0.4
O=C(COc1ccc2ccccc2c1)NCc1ccc(F)cc1,0.1,-4,15,0.4
Nc1c(-c2nc(-c3ccccc3F)no2)nnn1-c1ccc(Cl)cc1,-0.2,-7,-10,-0.4
COc1ccc(Cl)cc1NC(=O)CN1CCC(C)CC1,0.0,-3,11,-0.1
CCOC(=O)N1CCN(Cc2nnc(-c3ccccc3F)o2)CC1,0.0,-6,-7,-0.1
O=C(COC(=O)c1ccc(N2CCOCC2)c([N+](=O)[O-])c1)c1ccc2c(c1)OCCO2,-0.1,-6,-9,1.2
O=C(Cn1ccc2ccccc21)N1CCN(c2cc(N3CCCC3)ncn2)CC1,0.1,1,8,0.7
Nc1ccc(NC(=O)c2ccccc2)c(Br)c1,0.0,-24,-23,1.3
Cc1[nH]n(-c2ccc(Cl)cc2)c(=O)c1C=Nc1ccc(S(=O)(=O)N2CCOCC2)cc1,-0.1,10,8,-0.7
CCC(NS(=O)(=O)c1ccc(OC)cc1)C(=O)NCCC1=CCCCC1 (centres undefined),0.0,7,8,0.2
Cc1ccc(/C=N/NC(=O)CNC(=O)c2ccc(Cl)cc2)o1,0.1,-5,5,1.9
CN(C)N=Nc1ccc(S(=O)(=O)NC(=O)CCC(=O)O)cc1,-0.1&0.2,-1&-5,3&-5,0.5&-0.2
CCCNC(=O)Nc1nc(CC(=O)OCC)cs1,-0.1,-8,3,-1.6

Part of the list above in a different format:
Second line of a record: FBW7 act, TEAD-YAP inh, MITF inh, GPR151 activ
Cc1[nH]n(-c2ccc(Cl)cc2)c(=O)c1C=Nc1ccc(S(=O)(=O)N2CCOCC2)cc1
    -0.1, 10, 8, -0.7
CCC(NS(=O)(=O)c1ccc(OC)cc1)C(=O)NCCC1=CCCCC1 (centres undefined)
    0.0, 7, 8, 0.2
